12-LOX inh: Primary qHTS assay for inhibitors of human arachidonate 12S-lipoxygenase (ALOX12): Round 2 | Polyunsaturated fatty acid lipoxygenase ALOX12 (Homo sapiens), P18054 | purified 12hLO, xylenol orange hydroperoxide absorbance | Potency, µM (highest dose often 108 µM), for inactives: at the top dose activity change, negative = inhibition, most hits filed as inhibitors | actives 1.1% (n = 580,000) | AID 1671190, 2021; active = well fitted inhibition curve with a large enough effect; inconclusive = small, poorly fitted or top-dose-only effect, or another doubt; inactive = no such curve, though single readings can be large or run the other way
Target sequence (P18054 whole entry, looked up): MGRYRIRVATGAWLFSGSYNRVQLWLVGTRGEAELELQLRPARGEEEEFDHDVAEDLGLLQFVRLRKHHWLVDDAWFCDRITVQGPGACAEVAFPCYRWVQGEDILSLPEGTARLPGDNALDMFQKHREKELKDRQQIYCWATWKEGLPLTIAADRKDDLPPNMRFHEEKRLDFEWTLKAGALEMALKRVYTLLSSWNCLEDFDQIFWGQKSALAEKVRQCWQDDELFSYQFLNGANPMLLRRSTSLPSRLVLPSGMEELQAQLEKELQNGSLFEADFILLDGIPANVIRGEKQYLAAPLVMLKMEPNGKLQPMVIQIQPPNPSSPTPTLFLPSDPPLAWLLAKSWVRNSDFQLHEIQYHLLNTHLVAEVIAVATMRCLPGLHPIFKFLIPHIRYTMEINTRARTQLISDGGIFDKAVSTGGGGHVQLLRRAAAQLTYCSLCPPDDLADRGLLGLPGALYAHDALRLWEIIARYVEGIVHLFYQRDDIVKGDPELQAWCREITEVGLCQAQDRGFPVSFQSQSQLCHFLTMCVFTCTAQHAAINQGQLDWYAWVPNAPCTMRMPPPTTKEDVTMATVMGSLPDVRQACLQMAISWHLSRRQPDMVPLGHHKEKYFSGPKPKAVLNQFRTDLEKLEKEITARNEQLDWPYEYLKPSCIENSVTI
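Purified human 12hLO (150 nM final) in 25 mM Hepes, 0.01% Triton X-100, pH 7.0 was preincubated 15 min at room temperature with compound. Then 40 uM arachidonic acid was added, 30 min. Hydroperoxide was read by Fe-XO absorbance ratio 573/405 nm.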
Active calls of the source: *; ? = inconclusive; [ ] = another dose, or the depositor's remark. % is scaled to controls: 0 for no effect and ±100 for the full control effect; potency is read from the fitted curve at half-maximal effect.

smiles,12-LOX inh
OC(c1ccc(F)c(F)c1)c1nc(-c2ccc3ccccc3c2)cs1 (stereo not given),?
COc1cccc(/C=C2\Oc3cc(OC(=O)C(C)(C)C)ccc3C2=O)c1,1.3%
CCOCCCNC(=O)c1nnn2cc(-c3ccccc3)[nH]c(=O)c12,17.8µM*
Cc1[nH]cnc1-c1nccn1Cc1nnnn1-c1ccccc1,87.3%[activator]
CN1CCC([C@@H]2CN(C(=O)CCCc3c[nH]c4ccccc34)C[C@H]2C(N)=O)CC1,9.8%
CN(Cc1ccccc1)N=Nc1nc[nH]c1C(N)=O,-7.4%
COc1ccc(C(O)c2nc(-c3cccc(C(=O)O)c3)cs2)cc1 (stereo not given),10.4%
Cc1ccc(OCc2nc(C#N)c(N3CCOCC3)o2)cc1,9.4%
COCCn1ccc2ccc(C(=O)Nc3ccc4c(c3)C(=O)N3CCC[C@H]3C(=O)N4)cc21,4.4%
CN(Cc1ccno1)Cc1cn(C)nc1-c1ccc(C2CCCCC2)cc1,17.5%
C[C@@H]1CN([C@H](C)CO)C(=O)CCCn2cc(nn2)CO[C@H]1CN(C)S(=O)(=O)c1ccc2ccccc2c1,2.8%
c1cc2c3c(cccc3c1)/C(=N/OCC1CO1)C2 (stereo not given),-2.1%
CCn1c(N2CCN(Cc3c(F)cccc3Cl)CC2)nc2c1c(=O)[nH]c(=O)n2C,17.2%
Cc1ccccc1C(=O)NC1CCCC(C(F)(F)F)C1 (stereo not given),3.4%
CCC(C)C(=O)NCCc1ccsc1 (stereo not given),33.7%[activator]

Further entries follow:
smiles,12-LOX inh
CN1CCN(C(C(=O)O)c2c[nH]c3cc(NC(=O)CCC(=O)O)ccc23)CC1 (stereo not given),?
Cc1ccc([C@H]2C[C@@H](n3cc(COC(=O)c4ccccc4)nn3)[C@H](O)CN2C(=O)c2cccs2)cc1,?
CCOCCCNC(=O)N1CC(Oc2ccc(-c3nc(-c4ccccc4)no3)cc2)C1,7.2%
O=C(COc1ccc2ccccc2c1)Nc1cnc2ccccc2c1,-4.8%
COc1ccccc1Nc1ncnc2c1cnn2-c1cccc(Cl)c1,3.3%
CCOC(=O)c1oc2cc(OCc3cccc(OC)c3)ccc2c(=O)c1-c1ccc(OC)c(OC)c1,0.7%
COCc1noc(CCNC(=O)c2cc(S(N)(=O)=O)ccc2F)n1,47.4%[activator]
CCC1c2nccn2CCCN1C(=O)c1ccc2c(c1)OCO2 (stereo not given),31.4%[activator]
COCCN1C(=O)CCC2(CNC(=O)COc3ccc(F)cc3)CCCC=C12 (stereo not given),9.5%
CN(C)c1ccc(C(=O)N2CCC3(CC2)N=C(c2ccc(Br)cc2)NO3)cc1,7.1%
CCc1ccc(C(=O)N2CC(c3nnc(-c4ccc(C)cc4)o3)C3(CCOCC3)C2)cc1 (stereo not given),-6.2%
O=C(Nc1ccc2c(c1)CCC2)c1cc2n(n1)CC(c1ccc(Cl)cc1)OC2 (stereo not given),8.6%
O=C(c1nn2c(C(F)(F)F)cc(-c3ccco3)nc2c1Br)N1CCCCCC1,-29.8%
CCOc1ccc2nc(Nc3ncc4c(n3)CC(C)(C)CC4=O)nc(C)c2c1,0.0%
COc1cccc(CN2CCCC(Cc3ncc(C)n3Cc3ccccc3)C2)c1OC (stereo not given),28.8%

The list continues:
smiles,12-LOX inh
CCCn1c2ccccc2c2nnc(SCC3CC3(Cl)Cl)nc21 (stereo not given),11.8%
CC(O)CNc1nc2c(c(=O)n(C)c(=O)n2C)n1Cc1ccc(Cl)c(Cl)c1 (stereo not given),?
CCCC(=O)Nc1c(S(=O)(=O)c2ccccc2)c(C)c(C)n1Cc1ccccc1,-40.7%
CN1CC(c2ccccc2)CC2(CCN(C(=O)CCc3cccnc3)CC2)C1 (stereo not given),15.9%
CN(Cc1ccc(C(=O)NCC(F)(F)F)cc1)C(=O)Cc1cccc(C(F)(F)F)c1,0.6%
N#Cc1ccc(S(=O)(=O)NCCc2ccc(-n3cccn3)cc2)cc1,-24.7%
CCCOC(=O)c1ccc(Nc2nc3ccccc3nc2NS(=O)(=O)c2cccc(C)c2)cc1,-54.7%
Nc1nc2c(s1)C(c1ccc(Br)cc1)CC(=O)N2 (stereo not given),27.4%
Cc1ccc(C)c(-c2cc3c(=O)n(CCNC(=O)c4c(F)cccc4Cl)ccn3n2)c1,24.8%
COc1cccc(CNC(=O)c2c(C)noc2-c2cccc(F)c2)c1,-3.7%
CCOc1ccc(-c2cc(C(=O)Nc3ccc(F)cc3)[nH]n2)c(C)c1,-10.6%
c1cnc2c(CSc3nnc(-c4c[nH]c5ccccc45)o3)cccc2c1,-14.4%
CN(Cc1cnn(-c2ccc(F)cc2)c1)C(=O)c1cn(Cc2cccc3ccccc23)nn1,3.5%
O=C(NC1CC(c2cc(=O)[nH]cn2)C1)c1ncc(F)cc1F (stereo not given),77.8%[activator]
O=C([C@@H]1C[C@H](F)CN1S(=O)(=O)Cc1ccccc1F)N1CCc2ccccc2C1,?

Reprinted from the part before: two compounds; new compounds follow.
smiles,12-LOX inh
O=C(NC1CC(c2cc(=O)[nH]cn2)C1)c1ncc(F)cc1F (stereo not given),77.8%[activator]
O=C([C@@H]1C[C@H](F)CN1S(=O)(=O)Cc1ccccc1F)N1CCc2ccccc2C1,?
Cc1ccc(CNc2nc3c(c(=O)[nH]c(=O)n3C)n2CCCc2ccccc2)cc1,-26.1%
CC1(C(=O)NS(=O)(=O)c2ccccc2Cl)CCN1C(=O)c1ccccc1CCc1ccccc1 (stereo not given),-17.1%
Cc1ccc(C)c(C(=O)N2CCN(C(=O)c3nnn4c3COC(c3ccccc3)C4)CC2)c1 (stereo not given),4.4%
Cc1cccc(NC(=O)N2CCC(OC3CCN(S(C)(=O)=O)CC3)CC2)c1C,29.0%
CCN(c1ccccc1)S(=O)(=O)c1cccc(C(=O)Nc2ccc3oc(C)nc3c2)c1,0.0%
O=C(COC(=O)C12CC3CC(CC(Cl)(C3)C1)C2)Nc1ccc(Cl)cc1[N+](=O)[O-],6.7%
CC(C)Cc1cc(C(=O)NCC2CCN(c3cnn(C)c(=O)c3)C2)no1 (stereo not given),40.8%[activator]
CCCN(CCC)c1ccc(NS(=O)(=O)c2ccc(C3CCCCC3)cc2)cc1C(=O)O,?
COCCN1CC(CO)C2(CCN(C(=O)COc3ccccc3)CC2)C1 (stereo not given),-7.5%
Cc1ccc(-c2cc(C(=O)NCc3cccnc3)c3c(c2)ncn3C)cn1,?
CC1(C(=O)NS(=O)(=O)c2ccc(Cl)cc2)CCN1C(=O)C1CC1 (stereo not given),-3.1%
CCCCC(=O)N(C)c1c(CC)nc2c(OCCC3CCCCC3)cccn12,-44.3%
Cc1ccc(CN2C[C@@H]3C(=O)N(Cc4ccc5c(c4)OCO5)C(=O)[C@@H]3C2)c(C)c1,?
COc1ccc(CCNC(=O)c2c(OC)cc(=O)n3c2CCCC3)cc1OC,16.3%
COc1ccccc1CNC(=O)c1ccccc1C(=O)c1cccs1,?

Next records.
smiles,12-LOX inh
Cc1cc(C)c(S(=O)(=O)N2CCN(c3ccc(N4CCCCCC4)nn3)CC2)c(C)c1,?
N#Cc1ccccc1NC(=O)COC(=O)c1ccc2c(c1)NC(=O)CS2,37.0%[activator]
COc1ccc(CN2CCOc3nc(-c4cccc(C#N)c4)ncc3C2=O)cc1,4.8%[176 µM]
Cn1ccc(NC(=O)[C@@H]2C[C@@H](c3ccc(F)cc3)N(Cc3ccccc3)C2)n1,-1.5%[176 µM]
CN1CCCCC1(C)C(=O)NCc1ccc(C(C)(C)C)cc1 (stereo not given),-1.9%
Cc1cccc(NC(=O)c2ccccc2SCC(=O)NCc2ccco2)c1,?
Cc1oc(-c2ccccc2)nc1CC(=O)NCCN(C(C)C)C(C)C,4.5%
O=C(NC1C[C@H]2CC[C@@H](C1)N2C(=O)Cc1cccc(Cl)c1)c1ccncc1 (stereo not given in full),39.8%
Cc1ccc(C(=O)N2CC3(Cc4ccccc4NC3=O)C2)cc1,8.8%[6.33 µM]
CCN(CC)CC12CC3CCC(CC(C3)C1)C2,-3.3%
COc1ccccc1CC(=O)NCC1CCN(c2cnn(C)c(=O)c2)C1 (stereo not given),35.8%[activator]
Cc1ccccc1CN1C(=O)CN(S(C)(=O)=O)CC1(C)C(=O)NC(C)C (stereo not given),6.9%
Cc1cc(C)cc(Nc2nc(N)c(C#N)c(CC#N)c2C#N)c1,38.1%[activator]
CCCCN1CCC(N(C(=O)NCCc2ccccc2)C2CCOCC2)CC1,90.5%[activator]
Cc1nc2c(c(-c3ccc(Cl)cc3)n1)CCN(C(=O)Nc1ccc(Cl)cc1)CC2,?

Other structures follow:
smiles,12-LOX inh
CCOc1ccc2c(C)c(-c3ccc(OC)c(OC)c3)c(=O)oc2c1,2.6%
CCn1ncc(N2CCCC(CC(=O)NCc3ccccc3C)C2)cc1=O (stereo not given),42.4%
CC1(C(=O)Nc2ccc3c(c2)OCO3)CCN1C(=O)c1ccco1 (stereo not given),-4.7%
CCCn1nccc1C(=O)N1CCCC(c2[nH]ncc2Cc2ccccc2)C1 (stereo not given),3.5%
COC[C@@H]1CN(c2ncccn2)C[C@H]1C(=O)NCCn1cccn1,39.1%[activator]
CCOC(=O)C1CCc2c(ccc3ccccc23)N1CCC#N (stereo not given),-0.4%
COc1ccc(-c2noc(-c3nc(Cc4ccc(F)cc4)no3)n2)cc1,58.5%[activator]
O=C(CCOc1ccccc1)Nc1ccc(N2CCOCC2)cc1,-15.6%
Cc1ccc(C)c(NCC(=O)Nc2cc(Cl)ccc2-n2cncn2)c1,?
CCOC(=O)Cc1nnc(SC(C)C(=O)Nc2ccc(F)c(F)c2)n1C (stereo not given),4.2%
COc1cccc(NC(=O)c2ccc3c(c2)CCC3)c1,-21.3%
O=C(C[C@@H]1CC=CCCC(=O)O[C@H](c2ccccc2)CNC1=O)NCc1ccc(Cl)cc1,1.0%[57.4 µM]
N#C/C(=C\c1ccc(OCC(=O)O)cc1)C(=O)N1CCOCC1,-10.5%
Cc1cccc(C(=O)NC2CC2)c1C,-13.9%
COC(=O)[C@H](CC(C)C)NC(=O)/C=C/[C@H]1O[C@@H](n2cc(C)c(=O)[nH]c2=O)C[C@@H]1O,?

Retrieved one by one from the list above, five records:
smiles,12-LOX inh
COc1ccc(-c2noc(-c3nc(Cc4ccc(F)cc4)no3)n2)cc1,58.5%[activator]
COC(=O)[C@H](CC(C)C)NC(=O)/C=C/[C@H]1O[C@@H](n2cc(C)c(=O)[nH]c2=O)C[C@@H]1O,?
CC1(C(=O)Nc2ccc3c(c2)OCO3)CCN1C(=O)c1ccco1 (stereo not given),-4.7%
CCOC(=O)Cc1nnc(SC(C)C(=O)Nc2ccc(F)c(F)c2)n1C (stereo not given),4.2%
CCOc1ccc2c(C)c(-c3ccc(OC)c(OC)c3)c(=O)oc2c1,2.6%

Further compounds
smiles,12-LOX inh
CCCC(=O)N1Cc2ccccc2CC2(CCCN(C)C2)C1 (stereo not given),?
CNc1nc2c(c(C(=O)N3CCCC3)n1)CN(C(=O)C1CC(C(C)C)=NO1)CC2 (stereo not given),-9.3%
CCCCCCOC(=O)CC(C(=O)OCCCCCC)S(=O)(=O)O (stereo not given),7.3%
Cc1cnc(-c2cccnc2)n1C1CCN(S(=O)(=O)c2cccc(F)c2)CC1,11.9%
Cc1noc(-c2ccc(OC3CN(S(=O)(=O)c4c(C)noc4C)C3)cc2)n1,-1.1%
CCc1ccc(NCc2cc(=O)n3[nH]c(-c4ccccc4)nc3n2)cc1,8.91µM*
Cc1nc2c(c(-c3ccc(O)cc3)n1)CN(C(=O)C1CC1)CCC2,-4.1%[176 µM]
NC(=O)c1cnc2n1CCN(C(=O)c1cccc(Oc3ncccn3)c1)C2,8.0%
COc1cc2c(cc1OC)C(CNS(=O)(=O)c1ccc(C)cc1)N(C(=O)NC(C)(C)C)CC2 (stereo not given),?
CCOC(=O)C1CCN(c2nc3ccccc3nc2C(C#N)C(=O)NCCOC)CC1 (stereo not given),0.8%
O=C(NCc1cccs1)C1(c2ccc(Cl)cc2)CCOCC1,-5.0%[6.33 µM]
O=C1CC(=O)CC(c2cc(F)cc(F)c2)C1,?
O=C(CCCc1ccccc1)N1CCC(C2CCNC2)CC1 (stereo not given),41.8%[activator]
CCN(Cc1ccc(OC)c(F)c1)C(=O)Cn1cnc2c(cnn2C)c1=O,?
Cc1ccc(C(O)c2ncc(-c3ccc(F)cc3)[nH]2)c(C)c1 (stereo not given),2.9%

(more compounds)
smiles,12-LOX inh
COc1ccc(C(=O)NC2CCN(c3cc(-c4ccc(Cl)cc4)[nH]n3)CC2)c(C)c1,-5.5%
CCCCCn1nc(C(=O)Nc2ccc3nc(N4CCOCC4)sc3c2)c2ccccc2c1=O,11.8%
COc1ccc(CCC(=O)N2CCC3(CC2)CC(O)CCO3)cc1 (stereo not given),24.4%
Oc1ccc(C2(c3ccccc3O)CCCCC2)cc1,?
CN(CCc1ccccn1)C(=O)CC1CCCN(c2cnn(CC3CC3)c(=O)c2)C1 (stereo not given),34.8%
CCOC(=O)N(C)C[C@@H]1OCc2cnnn2CCCC(=O)N([C@H](C)CO)C[C@@H]1C,-1.2%
COc1cc(C#N)cc(OC)c1OC,14.6%
COc1ccc(S(=O)(=O)N2CCOCC2)cc1NC(=O)C1CC(=O)N(c2ccc3c(c2)OCCO3)C1 (stereo not given),0.4%
CCn1cc(S(=O)(=O)NCC2Cn3cccc3CN2Cc2ccccc2)cn1 (stereo not given),295.5%[activator]

An excerpt. The share of hits here may be higher or lower than overall.
